Rv3671c protease: inhibits the M. tuberculosis serine protease Rv3671c | inhibition, % at 5.96 µM | 0.048% of 320,000 active; in the data active means inhibition above about 38%;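 further: extracellular domain of Rv3671c used as enzyme; 0% = enzyme with DMSO and 100% = no enzyme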
Vc quorum ag: induces V. cholerae light production without autoinducers; V. cholerae BH1578 lux reporter, luminescence, 6 h; activation, % at 18.7 µM; 0.16% of 350,000 active; in the data active means activation mostly above about 9.7%, no sharp cut-off; further: not every result past the cut was called active; inactives centre near 0; reference of the scale not given here
Y pestis TopoI: blocks Yersinia pestis topoisomerase I activity. activity, % at 10 µM. 0.064% of 360,000 active. AID 504884. Y. pestis Topo-I cleavage product accumulation, plate reader; in the data active means activity above about 50%, passing the limit was not always enough; further: inactives centre near 2
MazEF act: increases E. coli MazEF RNase cleavage of RNA; FAM/BHQ RNA-DNA oligo cleavage fluorescence, 5 h; activation, % at 20 µM; 0.32% of 350,000 active; AID 504720; in the data active means activation above about 50%
PfHsp40 rescue: compounds rescuing yeast from Plasmodium falciparum HSP40 toxicity | S. cerevisiae expressing PfHsp40, growth rescue, ATP luminescence | growth rescue, % at 12.5 µM | 0.68% of 340,000 active | AID 504582; in the data active means growth rescue above about 28%, passing the limit was not always enough;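 further: yeast W303a lacking pdr1 and pdr3 grown in galactose medium; growth measured after three days at 30 °C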
TcdB GH inh: blocks C. difficile toxin B glycohydrolase activity | 0.24% of 350,000 active | P18177 | TcdB glycohydrolase enzymatic assay, plate reader | AID 652162 | inhibition, % at 9.99 µM; in the data active means inhibition above about 10%
DUSP3 inh: DUSP3 (human) phosphatase inhibition. P51452. recombinant VHR phosphatase, pNPP absorbance. inhibition, % at 13.3 µM. 0.52% of 290,000 active. AID 1654; in the data active means inhibition above about 50%; further: some compounds called inactive have numbers as strong as hits
Target sequence (P51452 whole entry, looked up): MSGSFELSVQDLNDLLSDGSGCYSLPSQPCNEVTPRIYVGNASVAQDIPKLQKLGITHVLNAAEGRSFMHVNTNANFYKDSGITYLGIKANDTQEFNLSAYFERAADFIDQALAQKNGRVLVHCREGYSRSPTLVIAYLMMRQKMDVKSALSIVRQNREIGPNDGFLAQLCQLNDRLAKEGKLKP
PriA SSB inh: blocks PriA binding to SSB C-terminal tail; AlphaScreen SSBct-PriA binding, biotinylated peptide; 0.6% of 430,000 active; AID 1272365; inhibition, % at 33 µM; in the data active means inhibition mostly above about 37%, no sharp cut-off; inactive means mostly below about 20%;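 further: plate controls were negative control peptide for no effect and reference peptide for full effect; strong numbers were not always called active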
Anthrax LF inh2: anthrax lethal factor protease inhibition. P15917. multiplex microsphere protease cleavage assay, LF. inhibition, % at 10 µM. 0.12% of 360,000 active. AID 588501; in the data active means inhibition above about 30%; further: plate controls were buffer without enzyme for full effect and enzyme alone for no effect
Target sequence (P15917 whole entry, looked up): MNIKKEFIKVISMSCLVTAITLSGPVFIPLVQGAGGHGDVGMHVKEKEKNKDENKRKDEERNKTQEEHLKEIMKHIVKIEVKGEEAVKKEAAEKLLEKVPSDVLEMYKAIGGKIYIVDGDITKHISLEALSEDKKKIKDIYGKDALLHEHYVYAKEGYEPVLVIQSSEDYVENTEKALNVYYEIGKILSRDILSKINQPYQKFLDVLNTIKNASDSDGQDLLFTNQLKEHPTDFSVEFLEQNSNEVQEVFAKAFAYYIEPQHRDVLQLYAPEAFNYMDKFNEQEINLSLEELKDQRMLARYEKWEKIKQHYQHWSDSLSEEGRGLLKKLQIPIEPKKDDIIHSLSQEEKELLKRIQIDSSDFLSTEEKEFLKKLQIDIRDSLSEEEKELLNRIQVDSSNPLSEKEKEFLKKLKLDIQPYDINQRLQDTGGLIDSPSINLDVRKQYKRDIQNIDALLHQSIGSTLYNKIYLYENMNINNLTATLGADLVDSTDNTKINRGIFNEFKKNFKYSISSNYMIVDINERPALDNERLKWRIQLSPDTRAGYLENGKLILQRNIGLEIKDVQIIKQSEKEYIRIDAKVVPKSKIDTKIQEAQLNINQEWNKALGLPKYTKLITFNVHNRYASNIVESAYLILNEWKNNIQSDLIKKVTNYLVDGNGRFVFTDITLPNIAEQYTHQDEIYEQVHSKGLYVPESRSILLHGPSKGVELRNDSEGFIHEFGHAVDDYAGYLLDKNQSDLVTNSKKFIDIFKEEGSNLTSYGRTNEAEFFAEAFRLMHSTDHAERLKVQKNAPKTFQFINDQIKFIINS
3CLpro inhibitor: SARS-CoV 3CLpro protease inhibition; P0C6X7; recombinant SARS-CoV 3CLpro, quenched FRET peptide cleavage; inhibition, % at 6 µM; 0.14% of 290,000 active; AID 1706; in the data active means inhibition above about 12%
Numbers without * were called inactive; i = inactive; x = not tested or not shown. An excerpt; rates above refer to the full screens.

#	compound	Rv3671c protease	Vc quorum ag	Y pestis TopoI	MazEF act	PfHsp40 rescue
1	O=C(CSc1cn(CCNC(=O)c2cccs2)c2ccccc12)NCc1ccccc1	0	i	26	8	0.4
2	CCOC(=O)c1cccc(C2=C(CNC(=O)c3ccncc3)[C@H]3CC[C@@H](C2)N3Cc2ccccc2)c1	x	-1.1	16	5	x
3	CC(=O)N1CCN(C(=O)COC(=O)CNC(=O)c2ccc(C)cc2)CC1	-9	i	0	1	-0.4
4	CCN(CC(=O)Nc1ccccc1OC)C(=O)CN1C(=O)NC(C)(c2ccc3ccccc3c2)C1=O (stereo not given)	x	i	27	2	2.5
5	CC(C)OC(=O)c1cc(=O)[nH]c2ccccc12	1	-0.7	-2	4	-0.8
6	CC(C)C(=O)Nc1ccc(N2CCOCC2)c(S(=O)(=O)Nc2ccccc2Cl)c1	-1	i	12	-8	0.6
7	O=C(Nc1ccc(NC(=O)c2ccco2)c(Cl)c1)c1cccc([N+](=O)[O-])c1	-4	-0.4	16	21	-0.2
8	Cc1ccc(NC(=O)CS(=O)c2ccccc2N)c(C)c1 (stereo not given)	4	i	-9	8	0.2

#	TcdB GH inh	DUSP3 inh	PriA SSB inh	Anthrax LF inh2	3CLpro inhibitor
1	0.6	2	8	-7	-1
2	0.8	x	x	-2	x
3	-0.2	x	-11	0	x
4	0.1	x	-3	2	x
5	x	25	-13	1	-4
6	9.5	x	-3	1	x
7	-3.2	2	-4	-5	4
8	-1.2	2	-3	3	-8

#	compound	Rv3671c protease	Vc quorum ag	Y pestis TopoI	MazEF act	PfHsp40 rescue
9	CCCCN1C(=O)C(O)(CC(=O)c2ccccc2OC)c2ccccc21 (stereo not given)	-13	-0.2	8	6	-0.5
10	CC(C)C(NC(=O)c1ccc(Cl)cc1Cl)C(=O)N1CCN(S(=O)(=O)c2ccccc2)CC1 (stereo not given)	-3	1.1	6	3	2.1
11	O=C(CCn1c(=S)oc2ccccc21)Nc1cccc(F)c1	-10	1.8	-1	13	0.2
12	CS(=O)(=O)N1CCN=C1SCc1ccc(Br)cc1	-2	3.4	6	4	0.4
13	Cn1cccc1C(=O)NC(=O)COC(=O)CC12CC3CC(CC(C3)C1)C2	4	i	21	0	-0.1
14	CCCNS(=O)(=O)c1ccc(OCC(=O)Nc2ccc3c(c2)OCCO3)c(C)c1	-3	2.6	20	-2	-0.6
15	CCOc1ccc2nc(N3CCCC(C(=O)NC4CCCC4)C3)sc2c1 (stereo not given)	-2	-3.4	9	4	0.5
16	CC(C)c1ccccc1OCCCCCN1CCOCC1	2	i	16	5	x

#	TcdB GH inh	DUSP3 inh	PriA SSB inh	Anthrax LF inh2	3CLpro inhibitor
9	-3.9	4	-4	-4	0
10	0.9	x	8	-5	x
11	x	14	-17	-3	9
12	0.8	8	-39	0	-4
13	x	34	-8	-4	2
14	0.8	x	4	-2	x
15	0.8	53*	-8	0	-4
16	0.7	x	-14	-3	x

Overlap with the part before: 2 compounds; new compounds follow.
#	compound	Rv3671c protease	Vc quorum ag	Y pestis TopoI	MazEF act	PfHsp40 rescue
15	CCOc1ccc2nc(N3CCCC(C(=O)NC4CCCC4)C3)sc2c1 (stereo not given)	-2	-3.4	9	4	0.5
16	CC(C)c1ccccc1OCCCCCN1CCOCC1	2	i	16	5	x
17	CCn1ccnc1C(O)(c1ccccc1)c1ccccc1	-1	1.6	6	5	-1.3
18	O=CNc1ccc(OP(=O)(Oc2ccccc2)Oc2ccccc2)cc1	2	-0.4	30	-19	1.5
19	Cc1ccc(OCCC(=O)N(CC(=O)Nc2ccccc2C(F)(F)F)Cc2ccco2)cc1	1	-14	25	-7	0.1
20	Cc1ccc(CNC(=O)C2CCC(=O)N(CCc3ccccn3)C2)s1 (stereo not given)	2	-0.1	3	4	0.6
21	CCN(CC)c1nc(C(N)=O)cc(-c2ccccc2)n1	-7	-3.7	26	9	0.7
22	O=C(CSc1nnnn1-c1ccccc1)CSc1nnnn1-c1ccccc1	-8	-4.2	35	1	0.1
23	Cc1ccc(C(=O)N/C(=C/c2cn(-c3ccccc3)nc2-c2ccccc2)C(=O)O)cc1	-9	0.2	6	-11	-1.1
24	Cc1c(CN2CCC(CO)(CCOc3ccccc3)CC2)[nH]c2ccc(Cl)cc12	7	i	-2	-1	0.1

#	TcdB GH inh	DUSP3 inh	PriA SSB inh	Anthrax LF inh2	3CLpro inhibitor
15	0.8	53*	-8	0	-4
16	0.7	x	-14	-3	x
17	0.5	4	0	-7	-1
18	3.3	-3	-14	4	4
19	2.7	x	-14	-5	x
20	0.0	11	3	-2	3
21	x	7	-51	-2	6
22	0.6	-11	-23	-5	2
23	0.3	12	3	-12	4
24	2.5	-8	8	-11	4

Only Vc quorum ag and TcdB GH inh (5 entries from above):
No.	mol	Vc quorum ag	TcdB GH inh
18	O=CNc1ccc(OP(=O)(Oc2ccccc2)Oc2ccccc2)cc1	-0.4	3.3
19	Cc1ccc(OCCC(=O)N(CC(=O)Nc2ccccc2C(F)(F)F)Cc2ccco2)cc1	-14	2.7
20	Cc1ccc(CNC(=O)C2CCC(=O)N(CCc3ccccn3)C2)s1 (stereo not given)	-0.1	0.0
21	CCN(CC)c1nc(C(N)=O)cc(-c2ccccc2)n1	-3.7	x
22	O=C(CSc1nnnn1-c1ccccc1)CSc1nnnn1-c1ccccc1	-4.2	0.6

Entries above that have a furan ring, fused or not:
#	compound	Rv3671c protease	Vc quorum ag	Y pestis TopoI	MazEF act	PfHsp40 rescue
7	O=C(Nc1ccc(NC(=O)c2ccco2)c(Cl)c1)c1cccc([N+](=O)[O-])c1	-4	-0.4	16	21	-0.2
19	Cc1ccc(OCCC(=O)N(CC(=O)Nc2ccccc2C(F)(F)F)Cc2ccco2)cc1	1	-14	25	-7	0.1

#	TcdB GH inh	DUSP3 inh	PriA SSB inh	Anthrax LF inh2	3CLpro inhibitor
7	-3.2	2	-4	-5	4
19	2.7	x	-14	-5	x

(listing goes on)
#	compound	Rv3671c protease	Vc quorum ag	Y pestis TopoI	MazEF act	PfHsp40 rescue
25	CCOc1ccc(/C(O)=C2/C(=O)C(=O)N(CCN(CC)CC)C2c2ccco2)cc1 (stereo not given)	-9	-0.1	-6	-7	0.1
26	CC(=O)NCCNc1nc2cc(-c3ccc(C)cc3)sc2c(=O)n1C	x	-0.1	28	x	x
27	COC(=O)c1ccccc1S(=O)(=O)NNC(=O)c1ccccc1-n1cccc1	-4	-0.1	1	-3	0.1
28	CCN(CC)CCC(=O)N1c2ccccc2CCc2ccc(NC(=O)OC(C)C)cc21	x	i	3	7	-0.7
29	CS(=O)(=O)Cc1nc2ccccc2n1CC(=O)Nc1cccc(S(=O)(=O)N2CCCC2)c1	x	i	5	3	0.6
30	CC(=O)c1ccc(NC(=O)c2ccc(CNc3c(N4CCOCC4)c(=O)c3=O)cc2)cc1	13	-0.4	19	3	-0.3
31	COC(=O)c1cc(S(=O)(=O)N(Cc2ccccc2)C(C)(C)C)c[nH]1	-7	0.2	4	5	-0.5
32	Cc1ccc(S(=O)(=O)N(C(=O)c2ccncc2)c2ccc(OC(=O)c3ccncc3)cc2)cc1	-2	-0.3	16	7	372*

#	TcdB GH inh	DUSP3 inh	PriA SSB inh	Anthrax LF inh2	3CLpro inhibitor
25	x	-8	x	0	-1
26	0.7	x	x	-3	x
27	0.8	19	-4	0	9
28	0.1	67	-9	2	-1
29	1.9	x	0	-5	x
30	0.8	-8	-12	-5	0
31	2.5	-10	-11	-1	6
32	x	-7	-11	0	2

#	compound	Rv3671c protease	Vc quorum ag	Y pestis TopoI	MazEF act	PfHsp40 rescue
33	C=CCn1c(SCC(=O)Nc2ccc(OC)cc2)nnc1-c1cnccn1	9	-0.9	8	1	0.6
34	Cc1csc(NC(=O)C2CC(=O)N(c3ccc(C)c(C)c3)C2)n1 (stereo not given)	3	i	8	-14	1.2
35	COc1ccc(C(=O)Cn2c(NCCCl)nc3ccccc32)cc1	-10	i	12	3	-0.3
36	C=CCN1C=CC(=C/C=C(/C#N)C(=O)OCC)C=C1	-1	0.7	-4	-148	-1.1
37	CCC(=O)Nc1cc(OC)cc(OC)c1	-3	i	-10	-6	-1.0
38	COc1ccc(Cl)cc1C(=O)NNC(=O)c1csc(N2CCOCC2)n1	-6	i	-4	2	0.5
39	CCC(C)c1ccc(NC(=S)NC2CCN(Cc3ccccc3)CC2)cc1 (stereo not given)	0	-0.5	2	0	0.5
40	COC(=O)c1ccc(C(=O)N2CCCC(Nc3ccc(F)c(F)c3)C2)cc1 (stereo not given)	4	i	4	5	-0.7

#	TcdB GH inh	DUSP3 inh	PriA SSB inh	Anthrax LF inh2	3CLpro inhibitor
33	1.4	-14	-3	-2	3
34	-0.6	31	3	-2	-2
35	1.0	-29	5	-3	-2
36	x	-1	-3	-3	3
37	-0.1	8	-4	-11	4
38	0.7	x	-5	0	x
39	0.5	18	8	-2	3
40	-0.8	2	-9	-4	5

#	compound	Rv3671c protease	Vc quorum ag	Y pestis TopoI	MazEF act	PfHsp40 rescue
41	CN1CCN(CC(O)(c2ccc(Cl)cc2)c2ccc(Cl)cc2)CC1	-4	-0.9	-10	8	0.1
42	CCOc1ccc(NC(=O)CN(C)C(=O)c2ccccc2OCCOc2ccccc2)cc1OCC	-6	i	24	3	2.3
43	O=C(NCCc1ccccc1)/C(=C\c1ccc([N+](=O)[O-])cc1)NC(=O)c1ccc(Br)cc1	-6	-0.2	-6	-2	1.6
44	O=C(N/N=C\c1ccccn1)c1cccc(C(=O)N/N=C\c2ccccn2)n1	36	-0.9	-2	36	-0.5
45	NCCCn1c(C(=O)c2ccc(Cl)cc2)c2ccc(C(F)(F)F)cc2[n+]1[O-]	3	-2.2	-5	14	-1.4
46	CC(=O)Nc1ncc(Cc2cc(Cl)ccc2Cl)s1	-8	-0.2	-4	-6	-1.1
47	COc1ccc(OCCCNCCc2ccccc2)cc1	1	-0.2	-2	1	-1.1
48	O=C(Cn1c(C(F)(F)F)nc2ccccc21)Oc1cccc(C(F)(F)F)c1	4	-0.6	1	2	1.2

#	TcdB GH inh	DUSP3 inh	PriA SSB inh	Anthrax LF inh2	3CLpro inhibitor
41	1.1	17	-4	-4	1
42	0.4	x	2	-7	x
43	0.6	-3	-3	-2	-4
44	1.2	x	x	-10	x
45	1.6	x	7	-3	x
46	1.6	-4	-13	-1	8
47	1.0	-11	18	-4	5
48	x	21	-6	6	4

#	compound	Rv3671c protease	Vc quorum ag	Y pestis TopoI	MazEF act	PfHsp40 rescue
49	Cc1ccccc1NC(=O)CN1C(=O)COc2ccc(Cl)cc21	-12	0.0	4	13	-0.3
50	O=C(CCSCCc1ccccn1)Nc1ccc(Br)cc1F	-10	3.8	5	-1	-0.3
51	COc1cccc(-c2cc(NC=O)c3ncc(-c4ccc(F)c(Cl)c4)n3c2)c1	x	i	2	x	x
52	COCc1cc(Sc2cccc(Cl)c2Cl)nc(-c2ccccc2)n1	-2	i	2	-16	-1.5
53	CC(C)(C)C(=O)N1CCN(c2nc3ccc(Cl)cc3s2)CC1	-4	i	9	15	-0.4
54	O=C(CCNC(=O)N1CCn2c1nc1ccccc12)NCc1ccccc1	-9	i	-1	-1	-0.1

#	TcdB GH inh	DUSP3 inh	PriA SSB inh	Anthrax LF inh2	3CLpro inhibitor
49	1.2	-4	-8	-3	2
50	x	24	-6	1	4
51	1.2	x	x	-4	x
52	x	24	-39	-4	-6
53	1.2	0	-4	4	3
54	1.5	-31	-7	0	-4
